HKDC1 inhibitor – inhibitors of human hexokinase HKDC1. inhibition, % at 20 µM. actives 0.16% (n = 340,000). Q2TB90. recombinant HKDC1, G6PDH/diaphorase resazurin coupled fluorescence;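 active = inhibition above about 35% when tested at 20 µM, limit read from the data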;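 also: plate controls were DMSO wells with enzyme for no effect and DMSO wells lacking enzyme for full effect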
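Incubation: 90 min at room temperature in dark / Material: recombinant HKDC1 (HK5) hexokinase enzyme, produced in-house / Quantity: enzyme 5 µg/mL final / Compound: one dose of 20 µM, 1% DMSO / Reagent: glucose and ATP substrates / Buffer or medium: Tris pH 8.0 buffer with MgCl2, Tween-20, BSA, BME / Technique: resorufin fluorescence at 613 nm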
SENP8 inh – SENP8 (human) protease inhibition. actives 0.64% (n = 360,000). AID 602440. inhibition, % at 20 µM. Q96LD8. recombinant SENP8, Nedd8 substrate fluorescence; in the data active = inhibition mostly above about 40%, no sharp cut-off; inactive = mostly below about 27%
Target sequence (Q96LD8 whole entry, looked up): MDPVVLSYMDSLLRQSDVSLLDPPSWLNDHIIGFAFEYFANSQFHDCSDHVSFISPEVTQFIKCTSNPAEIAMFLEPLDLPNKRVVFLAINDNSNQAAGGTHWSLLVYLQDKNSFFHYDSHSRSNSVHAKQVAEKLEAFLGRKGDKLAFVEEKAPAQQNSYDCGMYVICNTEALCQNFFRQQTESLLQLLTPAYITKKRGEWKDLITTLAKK
GRIN3A LBD mod – NR3A (human) ligand-binding domain modulation; NR3A LBD differential scanning fluorimetry, Tm shift; 0% = protein alone, 100% = glycine-bound protein; Tm shift relative to glycine control, % at 25 µM; actives 2.5% (n = 340,000); AID 1259313;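 active = melting temperature shift of at least 10% of the positive control shift, at one fixed dose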
SENP7 inh – blocks the human protease SENP7. Q9BQF6. recombinant SENP7, Z-RLRGG-aminoluciferin luminescence, 40 min. inhibition, % at 5 µM. actives 1.5% (n = 330,000);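 active = inhibition above about 50% at the single test dose, limit read from the data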;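 also: plate controls were DMSO with enzyme for no effect and no enzyme buffer wells for full effect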
Target sequence (Q9BQF6 706-1050 limits assumed): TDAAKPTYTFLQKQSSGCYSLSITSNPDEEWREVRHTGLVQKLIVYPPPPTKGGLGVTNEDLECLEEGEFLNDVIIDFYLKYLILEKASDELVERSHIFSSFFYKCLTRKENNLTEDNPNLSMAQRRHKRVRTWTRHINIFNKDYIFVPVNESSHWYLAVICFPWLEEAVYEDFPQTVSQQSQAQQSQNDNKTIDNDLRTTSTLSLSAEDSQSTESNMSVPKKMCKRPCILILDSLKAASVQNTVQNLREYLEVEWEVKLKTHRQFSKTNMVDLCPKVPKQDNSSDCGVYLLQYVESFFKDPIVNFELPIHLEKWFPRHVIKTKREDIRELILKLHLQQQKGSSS
SENP6 block – inhibitors of human SENP6 protease. actives 1.8% (n = 330,000). Recombinant SENP6 catalytic domain, aminoluciferin luminescence. inhibition, % at 10 µM. Q9GZR1. AID 2599;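 active = inhibition above about 50% at the single tested dose, limit read from the data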;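 also: plate controls were DMSO wells with enzyme for no effect and DMSO wells lacking enzyme for full effect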
Target sequence (Q9GZR1 628-1112 limits assumed): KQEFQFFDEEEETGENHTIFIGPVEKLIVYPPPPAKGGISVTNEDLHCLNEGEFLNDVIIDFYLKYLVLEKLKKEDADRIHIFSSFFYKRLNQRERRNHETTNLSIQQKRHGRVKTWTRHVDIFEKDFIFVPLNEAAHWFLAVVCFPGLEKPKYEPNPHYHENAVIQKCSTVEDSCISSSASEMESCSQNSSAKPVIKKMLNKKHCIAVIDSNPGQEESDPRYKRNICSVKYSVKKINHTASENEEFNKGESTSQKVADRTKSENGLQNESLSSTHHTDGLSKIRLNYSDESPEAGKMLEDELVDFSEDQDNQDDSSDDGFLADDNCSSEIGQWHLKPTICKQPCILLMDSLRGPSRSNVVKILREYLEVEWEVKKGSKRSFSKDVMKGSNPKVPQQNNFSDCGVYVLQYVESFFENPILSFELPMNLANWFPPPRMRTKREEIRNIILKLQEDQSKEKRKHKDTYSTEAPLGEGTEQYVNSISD
MPTP block – permeability transition pore inhibition | AID 602449 | isolated mouse mitochondria, Ca2+ swelling absorbance, 30 min | inhibition, % at 10 µM | actives 1.4% (n = 360,000);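 active = inhibition of 50% or more, scaled per plate between neutral and stimulator controls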;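 also: 0% = DMSO wells given calcium and 100% = 1 mM EGTA wells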
PfG6PD inh – PfG6PD (Plasmodium falciparum) enzyme inhibition. actives 0.78% (n = 350,000). inhibition, % at 20 µM. PfGluPho enzyme, NADPH resazurin-diaphorase fluorescence;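 active = inhibition reaching at least a set limit at 20 µM in the primary screen, cut at about 59% in these data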;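 also: 0% = DMSO wells with substrate and 100% = DMSO wells lacking glucose-6-phosphate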
ATG4B inhibitor – ATG4B (human) cysteine protease inhibition. actives 0.51% (n = 340,000). ATG4B cleavage of LC3-PLA2, NBD-HPC fluorescence, 1 h. inhibition, % at 8.33 µM; in the data active = inhibition above about 40%
The depositor's hits bear a star; i = inactive; . = not tested or not shown.

SMILES	HKDC1 inhibitor	SENP8 inh	GRIN3A LBD mod	SENP7 inh	SENP6 block	MPTP block	PfG6PD inh	ATG4B inhibitor
CC12CCCC(C(C#N)C(N)=O)(C1)NC(=O)C2C#N (centres undefined)	-6	11	0	.	.	-0.5	-17	8
O=C(NC(=S)Nc1ccc(Br)cn1)c1cncc(Br)c1	-6	0	2	-12	0	1.7	-1	3
Cc1cc(C)n(C(=O)CCCCCCCC(=O)n2nc(C)cc2C)n1	-6	11	-1	8	-17	-1.4	2	15
CC(C)(C)c1cc(C(=O)NNS(=O)(=O)c2ccccc2)n[nH]1	-1	4	0	-1	-13	0.7	-9	15
O=C1C2CCCCN2C(=O)N1CCCCN1CCN(c2ccc(F)cc2)CC1 (centres undefined)	1	6	-1	-2	-27	1.0	-25	-5
CN1CCC(CO)(Cc2ccccc2)CC1	-6	15	-2	2	-13	1.4	9	-9
COC(=O)c1sc2nc3c(cc2c1N)CCCC3	0	-404	0	75*	20	0.5	22	-8
COc1ccc2c(c1OC)C(=O)OC2Nc1nc(-c2cccc([N+](=O)[O-])c2)cs1 (centres undefined)	1	37	-2	-11	-9	2.9	-4	52*
COc1ccc(S(=O)(=O)N(CCc2ccccc2)CC(=O)N/N=C/c2ccc3c(c2)OCO3)cc1	-11	5	-8	-1	-14	-1.9	-1	-1
O=S(=O)(c1ccc(=S)[nH]c1)N1CCCCCC1	1	8	1	5	4	-4.6	53	-1
CN(C)/C=C/C(=O)c1ccc(Cl)c([N+](=O)[O-])c1	-7	14	0	8	-9	-0.1	-16	-1
Cc1ccc(NC(=S)NCCSc2ccc(Cl)cc2)c(C)c1	1	7	1	-11	-11	81*	8	9
CC(C)(C)c1ccc(C(=O)N2CCN(Cc3ccccc3)CC2)cc1	-1	4	-1	8	17	0.4	-4	3
CC(=O)Nc1cccc(NC(=O)c2ccccc2OCc2ccccc2)c1	-4	5	-15	-4	-6	1.4	-4	-12
CC(C)[C@H](NC(=O)c1ccccc1F)C(=O)OCCN1C(=O)c2ccccc2C1=O	-4	11	0	11	-1	0.3	-7	8
O=C(Nc1nc2ccccc2[nH]1)c1cccc(Cl)c1	-4	-8	6	68*	57*	0.1	-2	3
O=C(NCc1ccc(Cl)cc1)c1ccc2ccccc2n1	-3	5	2	-1	-2	1.5	-4	-11
Cc1ccccc1-c1nc(-c2ccccn2)no1	-4	13	-2	100*	97*	-0.7	0	3
COc1ccc(-c2oc3ncn4nc(Cc5ccccc5)nc4c3c2-c2ccc(OC)cc2)cc1	0	-318	-2	-1	6	0.3	2	-1
O=C(O)c1ccc(NS(=O)(=O)c2cccc(C(=O)Nc3ccccc3[N+](=O)[O-])c2)cc1	5	3	-1	5	13	-0.2	-27	-5
CCc1c(C)sc(NC(=O)Cc2ccccc2OC)c1C(=O)N1CCOCC1	-5	-12	4	-12	-13	-1.8	13	-7
Cc1sc2ncnc(SCC(=O)c3ccc(O)cc3O)c2c1C	0	12	0	5	6	38	-13	12
CCCN(CCC)CC(O)COc1ccccc1C(=O)Nc1ccccc1 (centres undefined)	-2	7	-3	1	-21	0.9	-11	2
CSCCC(NC(=O)c1ccco1)C(=O)Nc1ccc(C)c(S(=O)(=O)N2CCOCC2)c1 (centres undefined)	1	6	-2	0	-9	-2.3	-7	-9
COc1cccc(OC)c1Nc1nc(C)nc2c1nnn2Cc1ccccc1Cl	-1	-8	-2	6	0	-2.6	4	-8
NS(=O)(=O)c1ccc(CNC(=S)NC2CC2)cc1	-1	16	1	2	5	-2.2	-5	2
O=S(=O)(NCc1ccccc1)c1cccc2nonc12	-4	6	0	-1	-4	-1.3	5	10
COc1ccc(C(=C(CC(=O)O)C(=O)OC(C)(C)C)c2cc(OC)c(OC)c(OC)c2)cc1OC	0	-11	4	.	.	-0.7	-5	-9
O=C(CCC(=O)N1CCN(S(=O)(=O)c2cccc(F)c2)CC1)c1cccs1	-4	3	1	1	3	-1.3	-4	-1
CCCn1c(SCC(=O)Nc2ccc(OC)cc2)nnc1-c1ccncc1	2	4	1	-5	-14	-0.3	-2	1
CCN(CC)c1ccc(NC(=O)CN(C)Cc2cccs2)cc1	-2	12	1	-1	-9	1.1	3	6
O=C(CN(C(=O)CNC(=O)c1cccs1)c1ccccc1)NC1CCCCC1	-3	10	-1	-1	0	-0.1	-12	-8
CCOC(=O)CS(=O)(=O)CC(=O)Nc1ccc([N+](=O)[O-])cc1OC	1	13	-2	2	-2	1.5	7	6
O=C(Nc1nc2ccccc2[nH]1)c1ccc(S(=O)(=O)N2CCOCC2)cc1	3	-47	0	9	-5	0.2	-6	-2
O=S(=O)(c1ccccc1)N(Cc1nc(-c2ccccc2)no1)C1CCCCC1	-3	13	-2	14	-13	-1.2	0	8
COC(=O)c1ccc(Cn2nc(C)c([N+](=O)[O-])c2C)o1	-10	5	-6	-6	-11	-0.1	-15	0
COc1ccccc1NC(=O)COc1ccccc1C(=O)Nc1ccccc1	0	17	-2	-2	8	-7.2	16	-17
FC(F)(F)c1nnc2c3ccccc3c(Cl)nn12	2	2	-3	13	-2	0.1	-7	0
Cc1nn(C)c(C)c1CCC(=O)N1CCCC(C(=O)c2cccc(OC(C)C)c2)C1 (centres undefined)	-3	1	-4	-5	5	-1.0	-1	-7
CN1CCN(CCP(=O)(c2ccccc2)c2ccccc2)CC1	4	15	2	0	-15	0.4	15	-11

2 of the compounds above, with bars between the fields:
SMILES | HKDC1 inhibitor | SENP8 inh | GRIN3A LBD mod | SENP7 inh | SENP6 block | MPTP block | PfG6PD inh | ATG4B inhibitor
FC(F)(F)c1nnc2c3ccccc3c(Cl)nn12 | 2 | 2 | -3 | 13 | -2 | 0.1 | -7 | 0
CN1CCN(CCP(=O)(c2ccccc2)c2ccccc2)CC1 | 4 | 15 | 2 | 0 | -15 | 0.4 | 15 | -11

The list continues:
SMILES	HKDC1 inhibitor	SENP8 inh	GRIN3A LBD mod	SENP7 inh	SENP6 block	MPTP block	PfG6PD inh	ATG4B inhibitor
O=C(NC1CCCCC1)C(c1ccc2ncccc2c1)N(Cc1ccc(F)cc1)C(=O)c1ccc2c(c1)OCCO2 (centres undefined)	-6	15	-2	-2	-24	-0.5	11	-19
O=C(NCC(=O)N1CCN(C/C=C/c2ccccc2)CC1)c1ccc(Br)cc1	-3	14	2	-7	-24	-0.1	9	-4
CCOc1ccc(C)cc1S(=O)(=O)n1ccnc1	-1	24	0	-5	-1	-0.4	-1	-5
O=C(OCn1nnc2ccccc2c1=O)c1cccnc1Cl	-14	6	2	-8	-11	-1.6	-4	-7
CCCn1c(CCNc2nc(-c3cccc(Br)c3)cs2)nc2ccccc21	-3	10	1	.	.	1.1	14	-2
O=C(NNc1nc2cc3c(cc2s1)OCCO3)c1ccccc1	-15	8	5	4	-20	-2.6	43	0
N#C/C=C/C(=C\Nc1ccc(Cl)cc1)S(=O)(=O)c1ccccc1	-1	-3	2	-3	17	2.4	-7	4
COc1ccc2c(C)cc(N3CCCCCC3)nc2c1	-8	-379	0	-2	1	1.0	-4	-7
CSCCC(NS(=O)(=O)c1ccc2c(c1)oc(=O)n2C)C(=O)NC1CCC(C)CC1 (centres undefined)	-5	1	4	4	0	-1.9	7	-10
CN(C)c1nc2c(c(=O)n(C)c(=O)n2C)n1Cc1ccccc1	2	10	-4	6	20	-1.4	-13	-5
COC(=O)CSc1nc(C(C)C)nc2ccccc12	-5	6	0	8	-4	1.0	11	-8
COc1cc(OC)nc(Oc2ccccc2C(=O)Oc2ccc(C)cc2)n1	-4	9	0	6	-31	0.3	11	8
CCOC(=O)C1(CC2CCCCO2)CCN(C(=O)Nc2ccc3c(c2)OCO3)CC1 (centres undefined)	-10	8	-3	-3	-5	-1.3	37	-7
c1ccc(CNc2ncnc3nc[nH]c23)cc1	-5	-28	3	8	7	2.2	-7	6
COc1ccc(-c2cc(C(=O)N3CCN(c4ncccn4)CC3)c3ccccc3n2)cc1	6	i	0	10	-11	-2.6	-7	-2
CCC1(c2ccc(F)cc2)NC(=O)N(CC(=O)Nc2ccccc2C)C1=O (centres undefined)	-4	5	0	-4	-13	-2.2	-12	10
CCOC(=O)N1CCN(C(=O)c2ccc(CSc3ccc(Cl)cc3)cc2)CC1	-2	7	1	-6	-11	1.0	-3	12
CC(NCC1COc2ccccc2O1)C1COc2ccccc2O1 (centres undefined)	3	19	.	-9	-1	0.3	-1	0
CC1CC(C)CN(C(=O)c2cc3c(=O)n4ccccc4nc3s2)C1 (centres undefined)	0	-322	2	-8	-24	1.5	5	4
O=C(Cn1c2[n+](c3ccc(C(F)(F)F)cc31)CCCCC2)Nc1ccccc1	-6	4	-6	-1	-3	0.7	3	7
CC(=O)c1ccc(S(=O)(=O)N2CCN(C(=O)/C=C/c3ccc4ccccc4n3)CC2)cc1	5	5	0	5	-13	3.4	-4	-4
O=C(Cn1c(=O)oc2cc(S(=O)(=O)NCc3ccccc3)ccc21)N1CCCC1	-5	31	0	-5	8	0.7	2	-1
Cc1cc(=O)oc2cc(OC(C)C(=O)Nc3ccc(C(N)=O)cc3)ccc12 (centres undefined)	-3	-187	-1	2	7	-0.7	-11	-2
Nc1cccc2cccc([N+](=O)[O-])c12	10	10	1	.	.	7.1	18	5
CN(C(=O)COC(=O)CCc1nc2ccccc2c(=O)[nH]1)C1CCS(=O)(=O)C1 (centres undefined)	3	11	1	-7	-13	0.3	9	-5
CCOc1ccc(-c2nc(CSCC(=O)NCC3CCCO3)c(C)o2)cc1 (centres undefined)	2	4	-2	9	11	-0.7	-8	1
CCC(c1nnnn1Cc1ccc(OC)cc1)N1CCN(c2ccc(OC)cc2)CC1 (centres undefined)	-6	1	-1	1	15	-0.6	-7	-8
CCOC(=O)CNC(=O)Nc1cc(C(C)(C)C)nn1-c1ccccc1	-3	17	1	-3	-15	-0.4	6	13
O=C(COc1c(Cl)cccc1Cl)NN1C(=O)CSC1=S	-4	19	-5	4	-17	2.2	-26	-6
C=CCC(CC=C)(C(N)=O)c1ccccc1	-5	1	0	12	27	0.6	3	5
O=C(Nc1ccc(Cl)c(Cl)c1)OCc1cccnc1	5	13	-4	-6	-36	90*	22	-13
Cc1ccc2c(C)c(C(=O)Nc3c(C)n(C)n(-c4ccccc4)c3=O)oc2c1	-5	24	-2	-3	-1	-7.0	-5	14
CCOc1ccc2nc(SCC(=O)c3cccs3)sc2c1	-2	24	-6	24	-32	1.3	37	-2
O=C(c1ccco1)[C@@H]1[C@@H]2C(=O)N(c3ccc(Br)cc3)C(=O)[C@@H]2C2c3ccccc3C=CN21 (some centres undefined)	2	-103	-3	.	.	-1.6	-37	-2
Cc1cc2occ(CC(=O)NC3(C)CCS(=O)(=O)C3)c2cc1C (centres undefined)	-6	3	-1	-4	-12	-0.2	-11	-10
c1cc(N2CCCCC2)nc(N2CCCCC2)n1	-9	0	-1	.	.	2.8	4	-5
CC(=O)Oc1c2occc2cc2ccc(=O)oc12	2	-13	1	5	-11	4.0	23	4
O=C(NCc1nnc(SCC(=O)N2CCCC2)o1)c1c(F)cccc1Cl	-1	10	1	3	-9	-0.4	15	0
CSc1nn2cc(CCN3CCOCC3)c(-c3ccc(F)cc3)nc2c1C#N	-5	-441	0	-9	-2	0.2	-9	3
CCS(=O)(=O)c1ccc2oc(SCC(=O)NCCc3ccc(OC)cc3)nc2c1	-10	4	-2	-7	-4	0.1	-1	3
Cc1ccc(-c2nn(-c3ccccc3)cc2C(=O)NN2CCN(C)CC2)cc1	12	21	-2	-2	-7	0.8	-8	1
CCCCC1=CC2=CC(=O)C(C)(OC(=O)CC)C(=O)C2=CN1C1CCCC1 (centres undefined)	24	-103	-5	1	19	-0.8	37	-7
COC(=O)C1=CN(C2CC2)C=C(C(=O)OC)C1c1ccc(C(F)(F)F)cc1	15	-436	0	-2	3	0.5	15	-4
